L3MBTL1 block: inhibitors of human L3MBTL1; Q9Y468; AlphaScreen L3MBTL1–H3K9me1 peptide binding; Potency, µM (series often up to 57.1 µM), for the others: top-dose activity, negative = inhibition, actives largely listed as inhibitors; actives 0.66% (n = 230,000); AID 485360; active means well fitted inhibition curve with a large enough effect; inconclusive means small, poorly fitted or top-dose-only effect; inactive means no such curve, though single readings can be large or run the other way; further: nearly all actives have a fitted effect of over 60% in size
Target sequence (Q9Y468 whole entry, looked up): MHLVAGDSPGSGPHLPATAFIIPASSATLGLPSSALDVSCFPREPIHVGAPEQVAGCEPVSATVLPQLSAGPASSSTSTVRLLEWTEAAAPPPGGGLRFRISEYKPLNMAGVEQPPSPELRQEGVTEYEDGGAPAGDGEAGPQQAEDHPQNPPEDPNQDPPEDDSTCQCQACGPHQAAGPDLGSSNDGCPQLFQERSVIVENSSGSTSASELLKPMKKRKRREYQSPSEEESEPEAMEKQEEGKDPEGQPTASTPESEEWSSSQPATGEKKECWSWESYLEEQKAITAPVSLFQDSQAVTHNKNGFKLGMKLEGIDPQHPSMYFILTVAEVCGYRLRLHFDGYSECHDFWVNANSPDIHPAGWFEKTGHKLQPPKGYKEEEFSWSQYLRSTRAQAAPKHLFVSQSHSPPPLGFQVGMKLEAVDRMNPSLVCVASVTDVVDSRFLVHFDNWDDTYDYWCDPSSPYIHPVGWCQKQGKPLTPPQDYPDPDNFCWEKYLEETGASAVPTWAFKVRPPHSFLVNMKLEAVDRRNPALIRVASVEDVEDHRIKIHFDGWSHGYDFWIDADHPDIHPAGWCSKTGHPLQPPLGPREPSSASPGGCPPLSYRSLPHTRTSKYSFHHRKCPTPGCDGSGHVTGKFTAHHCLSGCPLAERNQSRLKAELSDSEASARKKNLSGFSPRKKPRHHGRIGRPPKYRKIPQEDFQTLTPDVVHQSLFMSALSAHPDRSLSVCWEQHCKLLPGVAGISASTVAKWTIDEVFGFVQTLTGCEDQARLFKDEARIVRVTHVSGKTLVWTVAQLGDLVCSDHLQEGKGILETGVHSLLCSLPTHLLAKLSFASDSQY
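Displacement of a biotinylated histone H3(1-15) peptide monomethylated at Lys9 (75 nM) from L3MBTL1 (50 nM) was measured by AlphaScreen after a 30 min room-temperature compound incubation; cefsulodin titration served as intraplate control.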
The depositor's hits bear a star; ? = inconclusive; [ ] = remark or other dose. On the % scale 0 is the no-effect control and ±100 the full control effect; potency means the concentration at half of the fitted maximal effect.

SMILES | L3MBTL1 block
N#Cc1ccc(CN2CCN(c3ccc(S(=O)(=O)N4CCCC4)cn3)CC2)cc1 | -2%
COc1cc(/C=C/C(=O)OC(C)C(=O)Nc2ccc(Cl)cn2)ccc1OC(F)F (centres undefined) | 5%
COc1ccccc1N(C)S(=O)(=O)c1ccc(C(=O)Nc2ccc(C(N)=O)cc2)cc1 | -7%
O=C(COc1ccc(Cl)cc1)NNC(=O)c1ccc2c(=O)n3c(nc2c1)CCC3 | 6%
COc1ccccc1NS(=O)(=O)c1cc(C(=O)NCc2ccncc2)ccc1C | -7%
Cc1cccc(NC(=O)CN2CCN(C(=O)C3CCN(C(=O)/C=C/c4ccccc4)CC3)CC2)c1C | 5%
COC(=O)[C@]1(S(=O)(=O)c2ccccc2)C[C@@H]2ON=C(c3ccc(OC)cc3)[C@@H]2C1 | -7%
COc1ccc(S(=O)(=O)N2CCOC23CCN(S(=O)(=O)c2ccc(Cl)cc2)CC3)cc1 | -6%
COc1ccc(S(=O)(=O)N2CCN(c3ccccn3)CC2)c(OC)c1 | 3%
COc1ccc(NC(=O)CCC(=O)NCc2ccco2)c([N+](=O)[O-])c1 | -2%
CCN(CC)CCCNC(=S)N1CCN(c2nc3ccccc3n2CC)CC1 | -9%
C/C(Cl)=C/Cc1c(C)[nH]c2c(ccc3ccccc32)c1=O | 5%
COc1ccc(NC(=O)CN(C)C(=O)c2cccc(S(=O)(=O)Nc3ccc(F)cc3)c2)cc1 | -1%
OC1(c2cccc(C(F)(F)F)c2)CCN(CCN2CCCCC2)CC1 | 7%
Cc1ccccc1OCCC(=O)Nc1ccccc1C(=O)NC1CC1 | 1%
CC(=O)N1C(=O)NC(c2ccccc2)=C([N+](=O)[O-])C1c1ccccc1 (centres undefined) | -4%
O=C(OCCc1cc2ccccc2c(=O)o1)c1ccco1 | 7%
CCC(=O)c1cn(CCOc2ccccc2OC)c2ccccc12 | 11%
CC(C)N(Cc1nnc(-c2ccc(Cl)cc2)o1)C(=O)c1cc2ccccc2o1 | -6%
COc1cccc(CNc2ccc3[nH]c(=O)[nH]c3c2)c1OCc1ccc(F)cc1 | ?
Cc1cc(NC(=O)COC(=O)c2ccc(OC(F)(F)F)cc2)no1 | 1%
CC1CCC(NC(=O)CN2C(=O)NC3(CCCCCC3)C2=O)CC1 (centres undefined) | 1%
Cc1nc(NC(=O)COC(=O)C(C)NC(=O)c2ccccc2)c(Cl)cc1Cl (centres undefined) | -2%
O=C(Cc1cccs1)Nc1ccc(F)cc1F | -11%
CC(C)[C@H](N)c1cn([C@@H](CC(N)=O)C(=O)N2CCNCC2)nn1 | -14%
CC(C)C[C@H](NC(=O)OC(C)(C)C)C(=O)N[C@@H](CO)[C@H](O)[C@@H]1C[C@@H]1C(=O)N(C)C | 34%[activator]
CCn1c(SCC(=O)c2c(N)n(C3CC3)c(=O)[nH]c2=O)nnc1-c1ccoc1C | 5%
COC(=O)c1c(-c2ccc(OC)cc2)sc2ccc(N3CCOCC3)cc12 | -6%
CCOC(=O)CNC(=O)Cn1cnc2c(cnn2-c2ccc(C)cc2)c1=O | -3%
CCc1ccc(NC(=O)C(C)Sc2ccc(S(=O)(=O)N3CCN(C)CC3)cn2)cc1 (centres undefined) | 0%
CCOC(=O)N1CCN(C(=O)CCc2ccc(S(=O)(=O)NC(C)(C)C)cc2)CC1 | 13%
CC(C)CN1CCC(=O)N(CCOc2ccccc2)CC1 | 7%
Cc1cccc(-c2ccc(NC(=O)C3CCN(CC4CC4)CC3)cc2)c1 | -2%
CC(=O)NCc1ccc(C(=O)CSc2nnc(C3CC3)n2C2CC2)cc1 | 5%
O=C(O)c1ccc(CN(c2ccccc2)S(=O)(=O)c2ccccc2)cc1 | -2%
CCc1nc2ccc(C(=O)N(C)CC(=O)Nc3cccc(F)c3)cc2nc1CC | 3%
Cc1noc(C)c1NC(=O)N(C)C[C@@H]1Oc2ccc(NS(=O)(=O)c3c(C)noc3C)cc2C(=O)N([C@H](C)CO)C[C@H]1C | 7%
O=C1N[C@@H](Cc2ccccc2)COC(=O)[C@H](Cc2ccc(F)cc2)C/C=C\C[C@H]1CC(=O)N(CCO)Cc1ccccc1 | -9%
Cc1cc(C(=O)OCC(=O)NC2CC2)ccc1[N+](=O)[O-] | -3%
CCOc1ccccc1C(=O)Nc1ccc(S(=O)(=O)Nc2nccc(C)n2)cc1 | 0%
COc1cc(-c2nnc(COC(=O)CSCC(=O)Nc3cc(C)on3)o2)cc(OC)c1OC | 6%
c1ccc(-c2cn(C[C@H]3CC[C@@H]([C@@H]4CC[C@H](Cn5cc(-c6ccccn6)nn5)O4)O3)nn2)nc1 | 2.5µM*
O=C(Nc1ccccc1)N1CCC(O)(c2cccc(C(F)(F)F)c2)CC1 | -1%
CC1CCC(NC(=O)c2ccc(-n3cncn3)c([N+](=O)[O-])c2)CC1 (centres undefined) | 3%
C=CCC1NS(=O)(=O)OCC1C(C)C (centres undefined) | -8%
COc1ccc(N2CCN(Cc3cc(=O)c(OCC(=O)Nc4ccccc4)co3)CC2)cc1 | -17%
COc1ccccc1NC(=O)C(C)OC(=O)c1cccc(-n2cnnn2)c1 (centres undefined) | 0%
CC(C)CN(C(=O)COC(=O)c1ccccn1)c1c(N)n(Cc2ccccc2)c(=O)[nH]c1=O | -3%
COc1cc2c(cc1OC)C(=O)N1[C@H]3c4ccccc4OC[C@@H]3[C@H](c3ccccc3)[C@]1(C)C(=O)N2 | -7%
Cc1ccc(NC(=O)Cc2n[nH]c(=O)c3ccccc23)cc1S(=O)(=O)N1CCCCCC1 | -6%
Cc1cc(S(=O)(=O)N2CCN(CC(=O)NC(C)(C#N)C3CC3)CC2)ccc1Br (centres undefined) | -6%
COc1ccccc1C(=O)NCCC(=O)NC(C)CCc1ccccc1 (centres undefined) | 17%
COc1ccc([C@@H]2CC=C(C(=O)O)CN2S(=O)(=O)c2ccc(C)cc2)cc1OC | 5%
Cc1noc(C)c1S(=O)(=O)N(C)C[C@H]1Oc2ccc(NC(=O)C3CCCCC3)cc2C(=O)N([C@H](C)CO)C[C@@H]1C | 2%
CNc1ccc(OC)cc1-n1cnc(-c2ccc([N+](=O)[O-])cc2)c1 | 50%[activator]
C[C@@H]1COC(=O)[C@@H](Cc2ccc(F)cc2)CC/C=C\C[C@@H](CC(=O)NCCO)C(=O)N1 | 10%
CCOc1cc(C(=O)N(CC)CC(=O)Nc2c(F)cccc2F)ccc1OCC(=O)N1CCOCC1 | 0%
Cc1cc(Nc2ccccc2)nc(N2CCN(C(=O)c3ccc4c(c3)OCO4)CC2)n1 | 0%
CCCN(CC(=O)Nc1cc(Cl)ccc1Cl)C(=O)c1ccccc1SCC(=O)N1CCCC1 | 3%
CCOC(=O)C1=C(c2ccccc2)NC(=O)NC1c1cc(OCC)c(O)c([N+](=O)[O-])c1 (centres undefined) | -10%
Additional records.
SMILES | L3MBTL1 block
O=C(Nc1ccccc1N1CCOCC1)C1CCCO1 (centres undefined) | -2%
O=C(c1cccc(S(=O)(=O)N2CCOCC2)c1)N1CCC(Cc2ccccc2)CC1 | 0%
COCCNC(=O)c1cc(-c2ccccc2C)n(CC2CC(c3cccc([N+](=O)[O-])c3)=NO2)n1 (centres undefined) | -2%
CCOc1ccc(CCNC(=O)COC(=O)c2nn(C)c(=O)c3ccccc23)cc1OCC | 7%
Cc1ncc([N+](=O)[O-])n1CC(=O)Nc1cccc(C(F)(F)F)c1 | -3%
CNC(=O)C(C)Sc1ccc(S(=O)(=O)N2CCOCC2)cn1 (centres undefined) | -1%
Cc1cc(OC(=O)c2ccccc2Cl)c([N+](=O)[O-])c(=O)[nH]1 | 6%
CN(C)CCCn1c2c(c(SCC(=O)Nc3cccc4ccccc34)nc1=O)CCC2 | -6%
Cc1c(C(=O)NC2CCCC2)oc2ccccc12 | 6%
Cc1ccc(S(=O)(=O)N2CC(C(=O)O)=CC[C@H]2c2ccc3c(c2)OCO3)cc1 | -6%
COCCN(C(=O)c1snc(C(N)=O)c1N)C(C(=O)NC1CCCCC1)c1ccc(OC)c(OC)c1 (centres undefined) | -2%
COc1ccc([N+](=O)[O-])cc1NC(=O)COC(=O)Cn1cnc2ccccc2c1=O | 4%

A stretch from the list above:
SMILES | L3MBTL1 block
Cc1cc(Nc2ccccc2)nc(N2CCN(C(=O)c3ccc4c(c3)OCO4)CC2)n1 | 0%
CCCN(CC(=O)Nc1cc(Cl)ccc1Cl)C(=O)c1ccccc1SCC(=O)N1CCCC1 | 3%
CCOC(=O)C1=C(c2ccccc2)NC(=O)NC1c1cc(OCC)c(O)c([N+](=O)[O-])c1 (centres undefined) | -10%
O=C(Nc1ccccc1N1CCOCC1)C1CCCO1 (centres undefined) | -2%
O=C(c1cccc(S(=O)(=O)N2CCOCC2)c1)N1CCC(Cc2ccccc2)CC1 | 0%
COCCNC(=O)c1cc(-c2ccccc2C)n(CC2CC(c3cccc([N+](=O)[O-])c3)=NO2)n1 (centres undefined) | -2%
CCOc1ccc(CCNC(=O)COC(=O)c2nn(C)c(=O)c3ccccc23)cc1OCC | 7%
Cc1ncc([N+](=O)[O-])n1CC(=O)Nc1cccc(C(F)(F)F)c1 | -3%
CNC(=O)C(C)Sc1ccc(S(=O)(=O)N2CCOCC2)cn1 (centres undefined) | -1%
Cc1cc(OC(=O)c2ccccc2Cl)c([N+](=O)[O-])c(=O)[nH]1 | 6%
CN(C)CCCn1c2c(c(SCC(=O)Nc3cccc4ccccc34)nc1=O)CCC2 | -6%
Cc1c(C(=O)NC2CCCC2)oc2ccccc12 | 6%
Cc1ccc(S(=O)(=O)N2CC(C(=O)O)=CC[C@H]2c2ccc3c(c2)OCO3)cc1 | -6%
COCCN(C(=O)c1snc(C(N)=O)c1N)C(C(=O)NC1CCCCC1)c1ccc(OC)c(OC)c1 (centres undefined) | -2%
COc1ccc([N+](=O)[O-])cc1NC(=O)COC(=O)Cn1cnc2ccccc2c1=O | 4%

(more compounds)
SMILES | L3MBTL1 block
COc1ccc(CC(=O)N2CCN(S(=O)(=O)c3cc(Cl)ccc3Cl)CC2)cc1 | 5%
Cc1c(C(=O)N2CCN(S(=O)(=O)c3cc(F)ccc3F)CC2)oc2ccccc12 | -4%
COC(=O)c1sc(NC(=O)COc2cccnc2[N+](=O)[O-])c(C(=O)OC)c1C | ?
Cc1ccc(C(=O)Nc2cc(C(F)(F)F)ccc2-n2cncn2)o1 | 2%
COC(=O)c1c(C)[nH]c(C(=O)C(C)OC(=O)C2CC(=O)N(CCc3ccccc3)C2)c1C (centres undefined) | 28µM*
O=C(COc1ccccc1Cl)NNC(=O)c1ccc(-n2cncn2)c([N+](=O)[O-])c1 | 10%
COc1ccc(CCNC(=O)CSc2nc3scc(-c4ccccc4)c3c(=O)[nH]2)cc1 | 9%
COC(=O)COc1ccc(NC(=O)C(c2ccccc2)c2ccccc2)cc1 | ?
COc1cc(C#Cc2ccc3cc(C(C)(C)O)oc(=O)c3c2)cc(OC)c1 | -1%
COc1ccc(CCNC(=O)COc2ccc3c(c2)OCO3)cc1 | 0%
COc1ccc(NC(=O)CN(C)C(=O)c2ccc(-c3ccccc3Cl)o2)cc1 | 0%
CC(C)CN(C(=O)c1cc([N+](=O)[O-])cc([N+](=O)[O-])c1)C1CCS(=O)(=O)C1 (centres undefined) | -1%
CCN(C[C@H]1N[C@@](CC)(C(=O)OC)[C@H]2C(=O)N(Cc3ccccc3)C(=O)[C@@H]12)C(=O)C1CCCCC1 | 5%
CC(=O)c1ccc(NC(=O)COC(=O)/C=C/c2cccs2)cc1 | -4%
CCOC(=O)[C@@H]1[C@H]2COc3cc(OC)ccc3[C@H]2N2C(=O)N(c3ccc(F)cc3)C(=O)[C@@]12C | -8%
CN(C(=O)c1ccc(NC(=O)Cc2ccc(NC(=O)C3CCN(C(=O)C4CCCC4)CC3)cc2)cc1)C1CC1 | -11%
O=Cc1cn(CCOc2ccccc2)c2ccccc12 | 4%
NC(=O)C1CCN(C(=O)C2CC(=O)N(Cc3ccccc3)C2)CC1 (centres undefined) | 0%
COc1ccc2sc(-c3ccccc3OC)c(-c3ccc(OC)c(F)c3)c2c1 | 9%
CCOC(=O)C1CCN(Cc2ccc(-c3ccccc3)cc2)CC1 | 6%
C=CCn1c(C)nc2c(cnn2-c2ccccc2)c1=O | 0%
COCCN(C(=O)COC(=O)CSc1ccccc1)c1c(N)n(Cc2ccccc2)c(=O)[nH]c1=O | -6%
COC(=O)[C@@]12CCCN1[C@H](c1ccc(-c3ccc4c(c3)OCO4)c(OC)c1)[C@H]1C(=O)N(C)C(=O)[C@H]12 | -3%
COc1cccc2c(Nc3ccccc3C)cc(C)nc12 | -5%
CCCOc1ccc(C(=O)Nc2cc(S(=O)(=O)N3CCOCC3)ccc2N2CCOCC2)cc1 | -1%
Cc1cc(C(=O)OCC(=O)Nc2cccc(S(N)(=O)=O)c2)c(C)o1 | 3%
COc1cc(NC(=O)c2cc(-c3ccccc3)nc3c2cnn3C(C)C)cc(OC)c1OC | 3%
CC(C)CCNC(=O)C1c2ccccc2Oc2ccccc21 | -1%
CSCCC(NC(=O)c1ccco1)C(=O)NCCc1ccc(F)cc1 (centres undefined) | 41%[activator]
COc1ccc(S(=O)(=O)N2CCCC2CNC(=O)C(=O)NCc2ccccn2)cc1 (centres undefined) | -5%
Cc1ccc(NC(=O)CN2CCC(NC(=O)c3cccc(F)c3)CC2)cc1C | -3%
CC1Cc2ccccc2N1CC(=O)Nc1ccc2c(c1)OCCCO2 (centres undefined) | -5%
CCc1cccc(C)c1NC(=O)COC(=O)CC1CCCC1 | 6%
CC1(C(=O)O)CCC(C(=O)Nc2ccc(F)cc2)C1(C)C (centres undefined) | 11%
Cc1ccc(NC(=O)c2ccc(OCc3c(C)noc3C)cc2)nc1 | 0%
COc1cc(COCC(O)CN2C(C)CCCC2C)cc(OC)c1OC (centres undefined) | 2%
COc1ccc(CNc2ncc(-c3ccc(F)cc3)n2C)cc1OC | -13%
COc1ccc(NC(=O)CN(C)C(=O)C2(c3ccccc3)CCCC2)cc1 | -12%

Only part of the results is shown. The share of hits here may be higher or lower than overall.
